Growth percent in the NCI-60 one-dose screen (48 h, 10 µM unless noted): 100 = growth as untreated, 0 = no growth, -100 = all killed.
HL-60(TB): HL-60(TB) leukemia cells; 78,000 compounds, 9% hits; AID 1794776; active = growth percent below 10
Starred values were filed as active, the others as inactive; & = joins results of further samples. Not all compounds are listed; count on the stated rates, not on these rows.

A first look, two compounds:
| SMILES | HL-60(TB) |
| --- | --- |
| O=CNC1CCCCC1 | 103.9 |
| CCOC(=O)C1CCCNC1 (configuration not stated) | 99.3 |

Main list, from the start:
| SMILES | HL-60(TB) |
| --- | --- |
| O=CNC1CCCCC1 | 103.9 |
| CCOC(=O)C1CCCNC1 (configuration not stated) | 99.3 |
| C=C1CCC2C3(C)COC(c4c(F)cccc4F)OC3CCC2(C)C1CC(O)C1=CCOC1=O (configuration not stated) | 81.6 |
| COc1ccc2c(c1)C(=O)N(C)C2C1c2c(cc3c(c2OC)OCO3)CCN1C (configuration not stated) | -6.5* |
| Cc1cccnc1NS(=O)(=O)c1ccccc1 | 97.9 |
| CN(C(=S)Nc1ccccc1)c1ccccc1 | 92.9 |
| Nc1nc(N)c2nc(CNc3ccc(C(=O)CC(CCC(=O)O)C(=O)O)cc3)cnc2n1 (configuration not stated) | 49.0 |
| COc1ccc2c(c1)nc(NNC(=O)c1cnccn1)c1cccn12 | -6.9* |
| CCN1C(=O)N(CC)C2NC(N/N=C/c3ccc([N+](=O)[O-])cc3)=NC21 (configuration not stated) | 103.7 |
| S=c1sc2c(Cl)nc(-c3cccnc3)nc2n1-c1ccccc1 | -52.5* |
| CC(=O)OCC(=O)c1ccccc1 | 102.9 |
| NC(=O)Cc1ccc(O)cc1 | 107.9 |
| C/C(Cc1ccc(Cl)cc1)=C(\c1ccc(OCCN2CCCCCC2)cc1)c1ccc(OC(=O)c2ccccc2)cc1 | 23.1 |
| CCC(=O)OCCOc1ccc(C(C)(C)C)cc1 | 93.3 |
| Nc1c(C(=O)Nc2ccncc2)sc2nc3c(cc12)C(=O)CCC3 | 83.4 |

Arranged by molar mass (smallest number first): 6 of the compounds above
| SMILES | HL-60(TB) |
| --- | --- |
| O=CNC1CCCCC1 | 103.9 |
| CC(=O)OCC(=O)c1ccccc1 | 102.9 |
| CN(C(=S)Nc1ccccc1)c1ccccc1 | 92.9 |
| Cc1cccnc1NS(=O)(=O)c1ccccc1 | 97.9 |
| S=c1sc2c(Cl)nc(-c3cccnc3)nc2n1-c1ccccc1 | -52.5* |
| C/C(Cc1ccc(Cl)cc1)=C(\c1ccc(OCCN2CCCCCC2)cc1)c1ccc(OC(=O)c2ccccc2)cc1 | 23.1 |

Later entries.
| SMILES | HL-60(TB) |
| --- | --- |
| N#Cc1c(-c2ccc(Cl)cc2)nc(SCc2ccc(F)cc2)[nH]c1=O | 104.5 |
| COc1ccc(Oc2nc(Nc3ccc(N4CCOCC4)cc3)ncc2NC(=O)c2cc(OC)c(OC)c(OC)c2)cc1 | 69.0 |
| O=C(Oc1ccccc1[N+](=O)[O-])C1CCCN1C(=O)OCc1ccccc1 (configuration not stated) | 58.9 |
| COC(=O)[C@H](Cc1ccc(O)cc1)n1cc(COC(=O)c2cccc3c(=O)c4ccccc4n(Cc4cn([C@@H](Cc5ccc(O)cc5)C(=O)OC)nn4)c23)nn1 | 103.5 |
| N#CC(c1ccccc1)C1CCCCC1 (configuration not stated) | 112.5 |
| COc1ccc(C=Nc2ccc(NC(C)=O)cc2)cc1OC | 114.8 |
| O=C(/C=C/c1ccc(Br)cc1)c1cccc(OCCCCOc2cccc(C(=O)/C=C/c3ccc(Br)cc3)c2)c1 | 106.8 |
| COc1ccc(CCNC(=O)C(=O)[C@H](Cc2ccccc2)NC(=O)c2oc3cc(OC)ccc3c(=O)c2C)cc1 | 127.4 |
| C#CC#CC#CC#CC#CC#CC#CC#CCC1OCC(COC(=O)O[C@@H](C(=O)O[C@H]2C[C@@]3(O)[C@@H](OC(=O)c4ccccc4)[C@@H]4[C@]5(OC(C)=O)CO[C@@H]5C[C@H](O)[C@@]4(C)C(=O)[C@H](OC(C)=O)C(=C2C)C3(C)C)[C@@H](NC(=O)c2ccccc2)c2ccccc2)O1 (some centres not stated) | 5.0* |
| OC(CNc1ccnc2cc(Cl)ccc12)CNc1ccnc2cc(Cl)ccc12 | -5.8* |
| O=C1/C(=C/c2ccc(Cl)c(Cl)c2)CN(C(=O)CCN2CCC(=NO)CC2)C/C1=C\c1ccc(Cl)c(Cl)c1 | -16.0* |
| Cc1ccnc(NS(=O)(=O)c2ccc(NC(=O)CSc3nc4ccccc4c(=O)n3-c3ccc(Cl)cc3)cc2)n1 | 121.0 |
| CC(=O)N(C)C1=Nc2ccc(Cl)cc2C(c2ccccc2)=NC1 | 91.1 |
| CC[C@H](C)[C@H](NC(=O)[C@@H](CCSC)NC(=O)[C@@H](CCC(N)=O)NC(=O)CNC(=O)[C@H](CCCCN)NC(=O)[C@H](CC(C)C)NC(=O)[C@@H](CCCNC(=N)N)NC(=O)[C@H](CC(C)C)NC(C)=O)C(=O)N[C@H](Cc1ccc(O)cc1)C(=O)N[C@@H](CC(C)C)C(=O)N[C@H](CCCNC(=N)N)C(=O)N[C@H](CCCNC(=N)N)C(=O)N[C@H](CCCNC(=N)N)C(=O)N[C@H](CCCNC(=N)N)C(=O)N[C@H](CCCNC(=N)N)C(=O)N[C@H](CCCNC(=N)N)C(=O)N[C@H](CCCNC(=N)N)C(=O)N[C@H](CCCNC(=N)N)C(=O)O | 99.0 |
| CC(=O)O[C@H]1CC[C@H]2[C@@H]3CC=C4c5nc(-c6ccc(O)cc6)sc5CC[C@]4(C)[C@H]3CC[C@]12C | 104.9 |
| CCC[C@@H]1C[C@@H](C(=O)N[C@H]([C@H]2O[C@H](SC)[C@H](O)[C@@H](O)[C@H]2O)[C@H](C)O)N(C)C1 | 85.9 |
| c1ccc(-c2c(-c3ccccc3)[n+](Cc3ccc4ccccc4c3)cn2Cc2ccc3ccccc3c2)cc1 | -67.1* |
| Oc1cccnc1CN1CCOCC1 | 88.5&94.0 |
| CCOC(=O)C1NC(C(=O)OCC)C(=O)C1=O (configuration not stated) | 84.9 |
| CN(C)c1oc(/C=C/c2c[nH]c(=O)[nH]c2=O)nc1C#N | 98.3 |
| Cc1ccc(OP(=O)(Oc2ccc(C)c(C)c2)Oc2ccc(C)c(C)c2)cc1C | 87.3 |
| CCOC(=O)C(c1ccccc1)(c1ccccc1)c1ccccc1 | 104.1 |
| Cc1cc2c(cc1C)N(C(=O)CCl)CCN2C(=O)CCl | -41.3* |
| COc1cc[n+]([O-])cc1[N+](=O)[O-] | 79.8 |
| FCc1nc2nc(Cl)c(Cl)nc2[nH]1 | 101.5 |
| OCCNC(Cc1ccccc1)c1ccccc1OCCO (configuration not stated) | 101.2 |
| C[n+]1cccc(NC(=O)c2ccc3ccc4ccc(C(=O)Nc5ccc[n+](C)c5)nc4c3n2)c1 | 61.4 |
| CCOC(=O)C12CCCCC1OC(=N)C2 (configuration not stated) | 113.4 |
| COc1cccc(/C=C2\C=C(c3ccccc3)N(Cc3ccccc3)C2=O)c1 | 90.7 |
| CC(=O)OC[C@]12CCC(C)(C)C=C1[C@H]1CC[C@@H]3[C@@]4(C)CCCNC(C)(C)[C@@H]4CC[C@@]3(C)[C@]1(C)CC2 | 0.7* |
| Cc1ccc2c(n1)C(=O)C(Cl)=C(Nc1ccc(C#N)cc1)C2=O | 17.4 |
| Cc1ccc2nc(-c3ccc(C(=O)N/N=C/c4ccc([N+](=O)[O-])cc4)cc3)[nH]c2c1 | 102.8 |
| O=C1c2ccccc2C(=O)N1c1ccc2ccccc2c1 | 71.0 |
| Cc1ccc(Nc2nc(C)c(C(/C=C/c3ccc4c(c3)OCO4)=N/Nc3ccc([N+](=O)[O-])cc3[N+](=O)[O-])s2)c([N+](=O)[O-])c1 | 101.1 |
| Cc1ccc(/C=C/C(=O)c2cccc(OCCCOc3cccc(C(=O)/C=C/c4ccc(C)cc4)c3)c2)cc1 | 57.6 |
| C=CCN(CC=C)CCN1C(=O)c2c(c3c4ccccc4n4c3c3c2c2ccccc2n3C2CC(O)C(O)C4(C)O2)C1=O (configuration not stated) | 87.6 |
| COc1nc2ccc(Br)cc2cc1/C=C/C(=O)c1cc2ccccc2oc1=O | 98.8 |
| CC1CCC2(CC1)N=C(N)N=C(N)N2c1ccc(S(=O)(=O)Nc2nccs2)cc1 (configuration not stated) | 102.2 |
| CC(C)(c1ccc(OCC(O)CNCc2ccco2)cc1)c1ccc(OCC(O)CNCc2ccco2)cc1 (configuration not stated) | 63.9 |
| COc1ccc(C2CC(c3cc(OC)c(OC)c(OC)c3)=NN2)cc1 (configuration not stated) | 60.1 |
| O=C(CCSSCCC(=O)ON1C(=O)CCC1=O)ON1C(=O)CCC1=O | 100.5 |
| CC(=O)N1CCN(C(=O)Cn2c(-c3ccccc3)csc2=N)CC1 | 111.5 |
| CCOC(=O)[C@@H](C)N1CC=CCN(OCc2ccccc2)S1(=O)=O | 109.2 |
| COc1ccc(C(CC(=O)c2ccc(C)cc2)Sc2ccccc2N)cc1 (configuration not stated) | 88.0&96.9 |
| COc1ccc(Cc2nn(CC(=O)N/N=C/c3ccccc3)c(=O)c3c(C)noc23)cc1 | 101.0 |
| O=C(Nc1cccc(Cl)c1)Nc1nccnc1OCc1ccccc1 | 96.1 |
| CCCc1nc2c([nH]1)c(=O)n(C)c(=O)n2C | 106.1 |
| N#Cc1c(-c2cccc([N+](=O)[O-])c2)cc(-c2ccc3ccccc3c2)nc1N | 103.9 |
| Cc1ccc2sc3c(c2c1)Oc1ncnc(N)c1C3c1ccc(Cl)cc1 (configuration not stated) | 104.8 |
| N#Cc1c(-c2cccs2)cc(-c2cnccn2)nc1SCC(=O)NNC(=S)Nc1ccccc1 | 104.0 |
| COC(=O)[C@H](CC(C)C)NC(=O)C1(C)CCC[C@]2(C)[C@H]3C[C@H]4C(C(C)C)=C[C@]3(CC[C@@H]12)[C@@H]1C(=O)CCC(=O)[C@@H]14 (some centres not stated) | 113.0 |
| S=C1SCCCS1 | 113.8 |
| Nc1nc(Nc2ccccc2)nn1Cc1cccc(C(F)(F)F)c1 | 49.7 |
| CC(=O)c1c(C)[nH]c2c1c(-c1ccccc1)nc1ccccc12 | 82.7 |
| COc1ccc([C@@H]2COc3cc(O)ccc3C2)c(O)c1 | 61.7 |
| CC(=O)C1C=CC(C)(C(=O)O)C2C=C(C)C(=O)C(C)(O)C12 (configuration not stated) | 99.6 |
| N#CC1CCCCCC1 | 103.7 |
| N#Cc1ccc(C(=O)C[n+]2ccc3ccccc3c2)cc1 | 102.2 |
| CC1=CCC(OC(=O)C(C)(O)CCC(O)([C+](C)OC2(C)C=CC(O)(C(C)C)CC2)C(C)C)(C(C)C)CC1 (configuration not stated) | 98.1 |
| O=C1c2ccccc2C(=O)c2c(Nc3cccc(S(=O)(=O)N(CCO)CCO)c3)ccc(O)c21 | 114.8 |

More records follow.
| SMILES | HL-60(TB) |
| --- | --- |
| O=C(CCCSCCCC(=O)N/N=C/C=C/c1ccccc1)N/N=C/C=C\c1ccccc1 | 95.4 |
| CC1=C(C(=O)OCC2CCN(C(=O)OC(C)(C)C)CC2)[C@@H](c2cccc(C#N)c2)C2=C(CC(C)(C)CC2=O)N1 | 16.8 |
| CCN(CC)c1nc(Cl)nc2c1ncn2CCCNc1ccnc2cc(Cl)ccc12 | 74.4 |
| O=C1C=CC(=O)c2c(O)c(CO)c(CO)c(O)c21 | 64.2 |
| CC(=O)O[C@@H]1CC[C@]2(C)C3=C(CC[C@H]2[C@@]1(C)CO)[C@@]1(C)CC[C@@H]([C@H](CCC=C(C)C)C(=O)O)[C@]1(C)CC3 | 58.2 |
| COc1ccc(-c2nc3c(c(-c4ccc(Cl)cc4)nn3-c3ccccc3)c(-c3ccc(OC)cc3)c2C#N)cc1 | 95.8 |
| COc1cc2c(cc1OC)C(C)=NCC2 | 99.3 |
| CNC(=O)C(=O)NC | 108.2 |
| FC(F)(F)c1cccc(/C=C/c2nn3c(Cc4ccccc4)nnc3s2)c1 | 95.1 |
| COc1c(N2CC3CCCNC3C2)c(F)cc2c(=O)c(C(=O)N/N=C/c3cc[nH]c3)cn(C3CC3)c12 (configuration not stated) | 89.0 |
| Cn1cnc2c1c(=O)n(CCC(=O)Nc1ccc(S(N)(=O)=O)cc1)c(=O)n2C | 126.0 |
| NC(=O)Nc1ncnc2c1cnn2-c1ccccc1 | 103.4 |
| O=C1Nc2cc(Cl)ccc2/C1=C/c1ccc(OCC(=O)c2ccccc2)cc1 | 103.3 |
| CC(O)(Cc1ccccc1)c1ccccc1 (configuration not stated) | 113.9 |
| Nc1ccc2c(c1)nnn2-c1ccccc1 | 81.7 |
| CCOC(=O)c1cc(C(=O)OCC)n2ncc3ccccc3c12 | 98.9 |
| CCC(C)C(=O)OC1C(O)C2C(CN3CC(C)CCC3C2(C)O)C2CC34OC5(O)C(OC(=O)C(C)(O)C(C)O)CCC3(C)C5C(OC(C)=O)C(OC(C)=O)C4C21O (configuration not stated) (tested in a mixture with another compound) | 112.2 |
| N#Cc1c(NCc2ccc(N3CCOCC3)cc2)oc(-c2ccccc2)c1-c1ccccc1 | 70.4 |
| O=C(/C=C/c1ccccc1)n1nc(-c2ccccc2)nc1-c1ccccc1 | 92.2 |
| COc1cc2c(=O)n(C3CCCCC3)c3c4cc[nH]c4ncc3c2cc1OC | 78.4 |
| C/C(=C(/c1ccc(Cl)cc1)c1ccc(OCCN)cc1)c1ccc(O)cc1 | 84.3 |
| COc1ccccc1N=Cc1ccccc1 | 90.9 |
| Cc1ccc(N)cc1S(=O)(=O)Nc1ccccc1 | 110.4 |
| Nc1nc(SCC2(CCl)COC2)c2ncn(CC3(CCl)COC3)c2n1 | 105.1 |
| COc1ccc(C2CC(c3cnccn3)=NN2c2ccccc2)cc1OC (configuration not stated) | 90.3 |
| COc1ccc(C2=NNC(=O)C2(C)Br)cc1 (configuration not stated) | 100.5 |
| O=C(COc1cccc(/C=C2\Cc3ccc(Cl)cc3C2=O)c1)Nc1nc2ccccc2s1 | 115.9 |
| O=C1CCC(C(=O)NNc2ccccc2)O1 (configuration not stated) | 94.1 |
| O=C1c2ccccc2-c2ccc(NC(=O)C(F)(F)F)cc21 | 100.3 |
| CCCN(CC(=O)O)N=O | 103.3 |
| CC(=O)OCCCc1ccccc1 | 94.9 |
| CCCCCCCCCCCCCCCCNC(=S)NN | 67.3 |
| COc1ccc(OC)c(C(=O)c2coc3ccc(OC)cc23)c1 | 111.1 |
| CC[C@H](CC[C@@H](C)[C@H]1CC[C@H]2[C@@H]3CC=C4C[C@@H](O)CC[C@]4(C)[C@H]3CC[C@]12C)C(C)C | 100.1&125.0 |
| CC12CC[C@@H]3[C@]4(C)COC(c5cn(-c6ccccc6)nc5-c5ccccc5)O[C@@H]4CC[C@@]3(C)[C@@H]1CC(C1=CCOC1=O)O2 (some centres not stated) | 34.1 |
| COC(=O)c1nc(-c2ccc(C)cc2)oc1S(=O)(=O)c1ccc(Cl)cc1 | 51.8 |

From PubChem
